# Compound activity as filed in PubChem.
# INS-1E GSIS act: primary screen for activators of insulin secretion dependent on glucose, INS-1E cells, GLuc reporter luminescence; AID 743287; actives 0.61% (n = 370,000); activation, % at 16.6 µM; INS-1E GLuc reporter insulin secretion, 2-3 h;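 active = lowest replicate activation of at least 40%, so every replicate reaches that level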;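 also: 0% = median of neutral control wells and 100% = median of IBMX positive control wells; some compounds called inactive have numbers as strong as hits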
# ARNT-TACC3 inh: disruptors of human ARNT/TACC3 interaction; inhibition, % at 9.99 µM; Q9Y6A5; AlphaScreen His-ARNT PAS-B/GST-TACC3 binding, luminescence; TACC3 fragment carries E629A point mutation; actives 0.66% (n = 390,000);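 active = mean inhibition of replicates at least 50% and at least half of replicates each reaching 50%; inconclusive = half or more replicates reach 50% but mean below 50%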;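 also: 0% = complete ARNT plus TACC3 wells and 100% = ARNT alone without TACC3; many hits fall short of the cut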
# ERp5 block: inhibitors of human ERp5. Q15084. ERp5 insulin aggregation, absorbance 650 nm, 90 min. inhibition, % at 9.99 µM. actives 0.05% (n = 350,000). AID 651711;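 active = mean replicate inhibition above about 25%, with every replicate also reaching it, limit read from the data, passing the limit was not always enough; inconclusive = only one of those two criteria met; inactive = neither criterion met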
# Target sequence (Q15084 whole entry, looked up): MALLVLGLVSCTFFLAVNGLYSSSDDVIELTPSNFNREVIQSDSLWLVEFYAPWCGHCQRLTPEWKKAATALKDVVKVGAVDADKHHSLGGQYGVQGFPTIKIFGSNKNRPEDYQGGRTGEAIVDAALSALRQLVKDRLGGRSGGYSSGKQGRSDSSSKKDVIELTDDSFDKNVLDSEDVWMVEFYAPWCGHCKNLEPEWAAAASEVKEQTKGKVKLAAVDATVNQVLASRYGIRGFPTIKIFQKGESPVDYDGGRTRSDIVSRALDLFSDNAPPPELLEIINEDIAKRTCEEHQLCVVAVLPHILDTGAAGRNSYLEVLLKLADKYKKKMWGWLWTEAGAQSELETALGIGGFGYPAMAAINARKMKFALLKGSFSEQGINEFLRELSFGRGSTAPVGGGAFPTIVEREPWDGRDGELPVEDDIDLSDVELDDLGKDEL
# Xi reactivation: reactivates the inactive X chromosome in mouse fibroblasts | XiGFP mouse fibroblasts, % GFP-positive cells imaging, 3 d; cells co-treated with 5-aza-dC sensitizer; scaled so ellipticine positive control = 100% | activation, % at 7.58 µM | actives 0.055% (n = 360,000);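 active = mean normalized replicate activation at least 10% and every replicate at or above 10%; inconclusive = only one of the two criteria met; inactive = mean below 10% and not all replicates reach 10%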;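 also: 0% = median of on-plate neutral control wells and 100% = ellipticine 6 µM median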
#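 System: SV40-immortalized XiGFP fibroblast cells, line 68-5-11 / Incubation: 3-day compound exposure, then 15 min fixation at room temperature / Compound: single concentration per compound, delivered by pin transfer / Buffer or medium: DMEM plus 5-aza-dC sensitizer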
# EWS-Fli block: EWS/Fli transcriptional activity inhibition; inhibition, % at 12.6 µM; actives 0.67% (n = 350,000); A673 NR0B1-luciferase reporter, viability-normalised;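 active = mean inhibition of at least 50% after viability correction, with every replicate also passing that limit; inconclusive = mean reaches 50% but only one of two replicates passes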;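 also: firefly luciferase signal divided by Alamar Blue viability fluorescence both relative to DMSO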
# DENV2 CPE rescue: protects cells from dengue virus 2 cytopathic effect; CPE inhibition, % at 9.99 µM; AID 651640; DENV2-infected cells, cytopathic effect rescue, plate reader; actives 1.7% (n = 350,000); in the data active = CPE inhibition above about 20%, passing the limit was not always enough; inconclusive = no clear call, values can overlap the other calls; tested in BHK-21 cells;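 also: 0% = median of neutral control wells and 100% = median of positive control wells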
# CFTR F508del cor: CFTR F508del correction in bronchial cells; CFBE cells, YFP halide quenching; stimulated with forskolin plus potentiator P3; % fluorescence drop versus neutral controls; activity (quench increase), % at 7.58 µM; actives 0.36% (n = 350,000);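 active = mean added fluorescence quench of at least 8% versus neutral control, with both replicates also reaching 8%; inconclusive = only one of the mean or replicate conditions met; inactive = mean below 8% and not both replicates reaching 8%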;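 also: cells transiently co-express mutant CFTR-F508del with the halide-sensitive YFP; corrector assay measuring rescue of mutant channel to the surface after 24 h compound exposure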
# PAX8 inh HTS: inhibitors of PAX8 transcriptional activity in RMG-I cells | RMG-I TPO-luciferase reporter, SteadyGlo, 24 h | inhibition, % at 12.6 µM | actives 1.2% (n = 360,000);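 active = mean replicate inhibition at least 60% with every replicate also reaching 60%; inconclusive = only one of the two criteria is met; inactive = mean below 60% and not all replicates reaching 60%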;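 also: luciferase light reporting Pax8 driven TPO promoter activity; plate controls were median of neutral control wells for no effect and mitoxantrone controls for full effect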
# Numbers without * were called inactive; ? = inconclusive; / = not tested or not shown; & = joins results of further samples.
SMILES,INS-1E GSIS act,ARNT-TACC3 inh,ERp5 block,Xi reactivation,EWS-Fli block,DENV2 CPE rescue,CFTR F508del cor,PAX8 inh HTS
Cc1cc(C)nc(SCc2ccc(Br)cc2)n1,-11,-2,1,0.2,-1,2,-1.2,-30
O=C(COc1cccc(F)c1)Oc1ccc(C(=O)c2ccccc2)cc1,-4,6,-4,0.1,-6,8,/,-15
Cc1cccc(COc2ccc(/C=C3/C(=O)N(C)C(=S)N3C)cc2)c1,14,-1,0,-0.1,-6,8,-2.2,-1
COc1ccc(NC(=O)Nc2ccc3c(c2)C(=O)N([C@H](C)CO)C[C@@H](C)[C@@H](CN(C)S(=O)(=O)c2ccc(C)cc2)OCCCC[C@H](C)O3)cc1,28,-11,-5,-0.4,8,4,-2.5,-20
COc1ccc(NC(=O)CSc2nc3ccccc3c(=O)n2CCCN2CCC(C)CC2)c(OC)c1,-7,-6,-2,0.0,-5,5,1.3,10
CC(Sc1nc2ccccc2c(=O)n1CC1CCCO1)C(=O)N(C)c1ccccc1 (stereo not drawn),-1,-5,1,-0.1,-1,-5,3.9,11
COCCNC(=O)C1(C)CCN(C(=O)c2cccc(C)c2C)C1 (stereo not drawn),1,/,-8,-0.1,2,-7,0.8,-4
CCOC(=O)N1C(=O)[C@](CC)(c2ccccc2)N1C(=O)OCC,-7,3,3,0.1,-2,0,2.2,14
CNC[C@@H]1OCCCC[C@H](C)Oc2ccc(NC(=O)Cc3ccccc3)cc2C(=O)N([C@@H](C)CO)C[C@@H]1C,9,-5,-10,-0.6,-7,-9,-1.5,-6
COCC(=O)Nc1ccc2c(c1)[C@@H]1C[C@H](CC(=O)NCc3ccccn3)O[C@@H](CO)[C@@H]1O2,1,/,-7,-0.1,1,4,1.3,-12
CC1CC(C)(C)NC(=S)N1CCC(=O)NCc1ccc(Cl)cc1 (stereo not drawn),3,-3,1,0.0,18,-3,?,1
CNC(=S)N1N=C(c2ccccc2)CC1c1ccccc1Cl (stereo not drawn),10,0,3,0.0,18,9,1.9,33
COC(=O)[C@@]1(Cc2ccccc2)[C@H]2C(=O)N(C)C(=O)[C@H]2[C@H]2CN=C(SCc3ccc(C#N)cc3)N21,-9,0,3,0.0,8,-3,1.7,7
CCC1(c2ccc(F)cc2)NC(=O)N(CC(=O)Nc2cc(S(=O)(=O)N(C)C)ccc2Cl)C1=O (stereo not drawn),-23,3,3,0.0,4,-4,-1.8,28
CCCCCCCN1C2=NCCN2c2ccccc21,-6,-9,-2,0.0,3,-5,1.4,17

# The last 2 records of the part above lead into the next.
SMILES,INS-1E GSIS act,ARNT-TACC3 inh,ERp5 block,Xi reactivation,EWS-Fli block,DENV2 CPE rescue,CFTR F508del cor,PAX8 inh HTS
CCC1(c2ccc(F)cc2)NC(=O)N(CC(=O)Nc2cc(S(=O)(=O)N(C)C)ccc2Cl)C1=O (stereo not drawn),-23,3,3,0.0,4,-4,-1.8,28
CCCCCCCN1C2=NCCN2c2ccccc21,-6,-9,-2,0.0,3,-5,1.4,17
CCC(=O)Nc1cccc(C2=NOC3(C2)C[C@@H](C(N)=O)N(C(=O)CC(c2ccccc2)c2ccccc2)C3)c1 (stereo partly drawn),-23,4,3,0.0,0,-4,-1.4,-12
Cc1ccc(S(=O)(=O)N(CCC(=O)O)c2ccccc2)cc1,3,-5,/,0.0,/,/,/,7
CCCCn1c(N)c(N(CCOC)C(=O)C2CCN(c3ncnc4sc(C)c(C)c34)CC2)c(=O)[nH]c1=O,1,0,0,0.0,3,-2,-0.5,7
CCOC(=O)C1=C(N)Oc2c(oc(CO)cc2=O)C1c1ccc(F)c(F)c1 (stereo not drawn),-17,2,-3,0.0,4,-8,0.6,-1
O=C(O)CCn1c(=O)[nH]c(=O)n(CCC(=O)O)c1=O,2,-17,2,0.4,-1,-5,-4.0,-9
CCCn1c(SCC(=O)N2CC(=O)Nc3ccccc32)nc2ccccc21,-11,/,-1,-0.1,-2,3,1.4,-32
CCC(C)NC(=O)c1ccccc1NC(=O)/C(=C/c1ccc(OC)cc1)c1ccccc1 (stereo not drawn),-2,0,/,0.1,/,/,/,-15
CCc1cccc(Oc2nn[nH]n2)c1,2,-7,-2,/,2,3,0.3,/
Cc1cccc(C)c1NC(=O)C(c1ccnc2ccccc12)N1CCN(CCN(C)C)CC1 (stereo not drawn),/,/,5,0.3,1,/,1.9,3
C[C@H](CO)N1C[C@H](C)[C@@H](CN(C)Cc2ccc(C(=O)O)cc2)Oc2ccc(NC(=O)c3ccncc3)cc2CC1=O,14,/,0,-0.1,-7,20,0.5,/
Cc1ccc(NC(=O)Cn2c(=O)oc3ccccc32)cc1,-8,-3,-4,-0.1,0,-6,0.5,0
COc1ccccc1N1CCN(S(=O)(=O)CCNC(=O)c2cccs2)CC1,1,/,1,-0.1,-10,10,-0.3,-13
COc1ccccc1NC(=O)OC[C@@H]1CSCCS(=O)(=O)N1,11,/,0,0.1,2,2,2.5,-6
CC1(C(=O)Nc2ccc3c(c2)OCCO3)CCN1C(=O)CC1CCCC1 (stereo not drawn),3,/,-1,0.1,-1,-4,1.3,9
COc1cc(/C=N/O)cc(Cl)c1OC,2,1,-1,0.1,6,/,/,1
CCC(=O)N1CC2(C1)[C@@H](c1ccccc1)[C@@H](CO)N2CC1CCCC1,-5,/,-3,0.1,16,-17,3.4,/
O=C(NCCCN1CCOCC1)C1CCCN(S(=O)(=O)N2CCCCC2)C1 (stereo not drawn),-8,-1,3,0.0,/,-2,0.1,-10
O=C(Cc1c(Cl)cccc1Cl)NC1CC1,17,-5,2,0.0,3,-4,1.5,22
C[C@@H]1CN([C@H](C)CO)C(=O)c2cccc(NS(=O)(=O)c3ccc(Cl)cc3)c2O[C@@H]1CN(C)C(=O)Nc1ccc(F)cc1,-40,8,2,-0.1,0,-2,2.0,6
COc1ccccc1NC(=O)N[C@@H]1CC[C@H](CC(=O)NCc2ccc(Cl)c(Cl)c2)O[C@H]1CO,0,22,-5,0.0,/,?,-0.1,/
COc1ccccc1-c1cc(C(=O)NC(C)C)no1,-9,-5,-2,/,-77,2,-2.7,/
O=C(CNS(=O)(=O)c1ccccc1)Nc1ccc(F)cc1F,-2,4,-1,0.0,1,-7,-2.1,-6
C[C@@H]1CN([C@@H](C)CO)C(=O)c2cc(NC(=O)c3ccncc3)ccc2O[C@H]1CN(C)Cc1ccccc1,16,-14,2,0.0,-6,2,-0.5,12
O=C(COc1ccc(Cl)cc1)NCCCNC(=O)c1cnccn1,6,-7,1,0.2,11,3,0.4,-4
O=C1C2C3C=CC(CC3)C2C(=O)N1c1cccc(Br)c1 (stereo not drawn),2,-7,1,0.0,5,0,-3.2,19
C[C@@H]1CN([C@@H](C)CO)C(=O)Cc2cc(NS(=O)(=O)c3ccc(F)cc3)ccc2O[C@@H]1CN(C)S(=O)(=O)c1ccc(F)cc1,-12,-4,3,0.2,6,-6,0.8,0
CCN(CC)S(=O)(=O)c1cc(NC(=O)CN2C(=O)NC(C)(c3ccccc3)C2=O)ccc1C (stereo not drawn),-17,-5,1,0.0,12,4,0.9,14
O=C(C[C@@H]1C=C[C@@H](NC(=O)C2CC2)[C@@H](CO)O1)NCc1ccccc1Cl,7&10,-9,4&-1,-0.9&-0.1,-2&-5,-9&0,0.1&0.3,-5&3
CCOc1cc(CNCC(C)C)cc(Cl)c1OCc1ccccc1,-14,1,5,0.2,-3,5,-1.8,6
O=C(NNC(=O)c1ccccn1)c1cccc([N+](=O)[O-])c1,6,67*,3,0.0,16,8,0.1,26

# Filtered by structure: the entries above containing bromine (two)
SMILES,INS-1E GSIS act,ARNT-TACC3 inh,ERp5 block,Xi reactivation,EWS-Fli block,DENV2 CPE rescue,CFTR F508del cor,PAX8 inh HTS
Cc1cc(C)nc(SCc2ccc(Br)cc2)n1,-11,-2,1,0.2,-1,2,-1.2,-30
O=C1C2C3C=CC(CC3)C2C(=O)N1c1cccc(Br)c1 (stereo not drawn),2,-7,1,0.0,5,0,-3.2,19

# Next structures follow.
SMILES,INS-1E GSIS act,ARNT-TACC3 inh,ERp5 block,Xi reactivation,EWS-Fli block,DENV2 CPE rescue,CFTR F508del cor,PAX8 inh HTS
CN(CC(=O)Nc1ccccc1C(=O)NC1CC1)Cc1ccco1,-8,/,7,0.0,-2,0,0.5,-6
CCOc1ccccc1C(=O)N/N=C/c1coc2ccc(Cl)cc2c1=O,8,-6,-7,0.0,/,-2,-3.3,8
COc1ccc(NC(=O)c2cc(-c3ccc(C)cc3)on2)cc1,1,-1,5,0.1,-8,15,2.3,-21
COCc1cn(CC[C@H]2CC[C@@H](NC(=O)Nc3ccc(OC)cc3)[C@@H](CO)O2)nn1,21,4,1,-0.3,-4,1,0.1,4
O=C(c1ccccn1)N1C[C@@H]2[C@H](c3ccccc31)[C@H](CO)N2C(=O)CC1CC1,3,28,-2,0.3,7,18,0.1,3
COc1ccc(-c2noc(COc3ccc(Cl)c(C)c3)n2)cc1,2,/,-4,0.2,-4,9,4.0,3
O=C(C1CCOCC1)N1CC(=O)N2[C@@H](CO)[C@H](c3ccc(C#CC4CCCC4)cc3)[C@@H]2C1,3,/,4,0.1,24,52*,-1.0,/
C[C@H](CO)N1C[C@H](C)[C@H](CN(C)Cc2ccc(C(=O)Nc3ccccc3N)cc2)Oc2ccc(NC(=O)Cc3ccccc3)cc2C1=O,12,/,-1,0.1,-12,-8,-0.8,33
CC(=O)N1Cc2ccccc2CC1C(=O)OCC(=O)c1c(N)n(C)c(=O)n(C)c1=O (stereo not drawn),11,3,5,0.0,12,14,3.6,-6

# Full records, looked up by structure:
# Shown for `CCOc1ccccc1C(=O)N/N=C/c1coc2ccc(Cl)cc2c1=O` → INS-1E GSIS act = 8; ARNT-TACC3 inh = -6; ERp5 block = -7; Xi reactivation = 0.0; EWS-Fli block = /; DENV2 CPE rescue = -2; CFTR F508del cor = -3.3; PAX8 inh HTS = 8
# Shown for `CC(=O)N1Cc2ccccc2CC1C(=O)OCC(=O)c1c(N)n(C)c(=O)n(C)c1=O` (stereo not drawn) → INS-1E GSIS act = 11; ARNT-TACC3 inh = 3; ERp5 block = 5; Xi reactivation = 0.0; EWS-Fli block = 12; DENV2 CPE rescue = 14; CFTR F508del cor = 3.6; PAX8 inh HTS = -6
